Screening data as filed in PubChem BioAssay.
RAD52 anneal inh = RAD52 (human) annealing inhibition; P43351; recombinant RAD52 DNA annealing, FRET fluorescence; inhibition, % at 18.7 µM; 360,000 compounds, 0.46% hits;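 active means every replicate showing at least 50% inhibition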
Target sequence (P43351 whole entry, looked up): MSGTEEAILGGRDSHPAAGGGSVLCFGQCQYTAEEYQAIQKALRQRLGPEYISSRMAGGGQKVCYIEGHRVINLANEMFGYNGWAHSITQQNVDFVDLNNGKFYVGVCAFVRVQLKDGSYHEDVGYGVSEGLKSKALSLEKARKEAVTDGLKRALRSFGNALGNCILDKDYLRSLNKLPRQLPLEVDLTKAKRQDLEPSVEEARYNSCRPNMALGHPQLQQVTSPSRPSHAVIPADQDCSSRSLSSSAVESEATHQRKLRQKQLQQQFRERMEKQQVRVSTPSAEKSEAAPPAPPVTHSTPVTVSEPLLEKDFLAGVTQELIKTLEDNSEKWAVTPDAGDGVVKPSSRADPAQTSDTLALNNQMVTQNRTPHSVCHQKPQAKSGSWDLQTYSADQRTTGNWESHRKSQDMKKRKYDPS
E-sel inducer = E-selectin induction on HUVECs | P16581 | HUVEC E-selectin immunofluorescence imaging; normalized: neutral wells 0, TNF-alpha wells 100 | activation, % at 7.58 µM | 260,000 compounds, 0.37% hits;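 active means mean E-selectin-positive cell signal at least 10% of the positive control, reached in at least 60% of replicates, without over 20% cell loss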;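 further: in these data hits start at about 27%; measured in HUVEC primary endothelial cells; signal is the percent of cells scored E-selectin positive by PE staining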
Target sequence (P16581 whole entry, looked up): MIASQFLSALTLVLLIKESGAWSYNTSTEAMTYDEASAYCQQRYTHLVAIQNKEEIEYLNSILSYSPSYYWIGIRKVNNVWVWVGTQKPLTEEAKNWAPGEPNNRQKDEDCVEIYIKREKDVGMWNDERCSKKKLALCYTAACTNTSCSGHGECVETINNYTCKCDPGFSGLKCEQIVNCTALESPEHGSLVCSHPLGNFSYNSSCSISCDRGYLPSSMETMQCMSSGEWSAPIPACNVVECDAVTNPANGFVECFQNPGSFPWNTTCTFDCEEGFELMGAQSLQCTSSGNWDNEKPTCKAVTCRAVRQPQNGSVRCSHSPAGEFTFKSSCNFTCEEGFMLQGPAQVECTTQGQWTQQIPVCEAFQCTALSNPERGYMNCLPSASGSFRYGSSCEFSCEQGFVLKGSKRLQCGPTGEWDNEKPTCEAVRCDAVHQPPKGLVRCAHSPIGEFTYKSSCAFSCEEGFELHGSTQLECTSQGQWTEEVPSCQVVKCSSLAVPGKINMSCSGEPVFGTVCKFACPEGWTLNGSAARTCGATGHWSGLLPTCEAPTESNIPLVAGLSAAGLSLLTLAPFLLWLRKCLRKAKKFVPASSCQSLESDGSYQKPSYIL
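Test system: HUVEC; input: 3,000 HUVEC/well; measured by: immunofluorescence imaging; read-out: % PE-positive cells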
esBAF inh = blocks esBAF chromatin remodeling in mouse ES cells | Bmi1-luciferase knock-in reporter, 24 h; 100% = twice the neutral-well signal | reporter increase, % at 12.5 µM | 350,000 compounds, 2% hits; in the data active means activation above about 40%;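 further: 0% = median of the plate's neutral control wells and 100% = double that signal; a rise in the Bmi1 reporter signal indicates esBAF inhibition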
RAD54 inh = inhibitors of human RAD54 branch migration; 360,000 compounds, 0.14% hits; RAD54 Holliday junction branch migration, FAM/BHQ fluorescence; inhibition, % at 10.4 µM; Q92698;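 active means mean normalized replicate activity at least 40 and at least half of replicates scoring 40 or more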;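 further: 0% = median of neutral control wells and 100% = median of positive control wells; inhibitors cause a drop in the FAM fluorescence signal; in these data hits start at about 50%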
Xi reactivation = activators of X-chromosome reactivation in mouse fibroblasts. XiGFP mouse fibroblasts, % GFP-positive cells imaging, 3 d; cells co-treated with 5-aza-dC sensitizer; scaled so ellipticine positive control = 100%. activation, % at 7.58 µM. 360,000 compounds, 0.055% hits. AID 743238;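 active means mean normalized replicate activation at least 10% and every replicate at or above 10%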;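 further: 0% = median of on-plate neutral control wells and 100% = ellipticine 6 µM median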
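System: 68-5-11 XiGFP fibroblast line | Buffer or medium: DMEM containing 5-aza-dC | Compound: Single point | Times: Compounds 3 days, fix/stain 15 min at room temperature | Benchmarks: Positive control ellipticine, 6 µM final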
EWS-Fli block = inhibitors of EWS/Fli oncoprotein transcriptional activity. inhibition, % at 12.6 µM. AID 651661. 350,000 compounds, 0.67% hits. A673 NR0B1-luciferase reporter, viability-normalised;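 active means mean inhibition of at least 50% after viability correction, with every replicate also passing that limit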;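 further: firefly luciferase signal divided by Alamar Blue viability fluorescence both relative to DMSO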
S100A4 inh HTS = blocks human S100A4 binding to myosin IIA peptide; P26447; S100A4/TAMRA-MyoIIA peptide fluorescence polarization; inhibition, % at 10.7 µM; 360,000 compounds, 0.14% hits;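 active means mean inhibition of at least 70% across replicates, with every replicate also reaching that level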
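Material: S100A4 monomer protein | Medium: HEPES pH 7.2 with CaCl2, KCl, NaCl, DTT, Triton | Reagent: Labelled myosin peptide probe, 5 nM | Doses: One dose per compound | Times: 5 min incubation before reading | Benchmarks: Neutral control DMSO, positive control TFP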
FN deposition inh = fibronectin deposition inhibition; 350,000 compounds, 0.086% hits; inhibition, % at 12.6 µM; AH1F fibroblasts, Alexa488-fibronectin deposition fluorescence, overnight;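 active means mean inhibition across replicates of 30% or more, regardless of how many single replicates reach that level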;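 further: positive control wells lacked labelled fibronectin entirely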
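Schedule: 1 h cell adhesion before compound, then overnight fibronectin incubation; test system: AH1F fibroblast monolayer depositing Alexa488-labelled fibronectin into matrix; quantity: 10000 AH1F cells per well; probe or stimulus: fluorescent fibronectin at 24 nM final; signal: fluorescence, ex 485 nm, em 525 nm; evaluation: percent inhibition as loss of matrix-bound fibronectin fluorescence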
An asterisk follows results filed as active; . = no result given; & = joins results of further samples.

SMILES	RAD52 anneal inh	E-sel inducer	esBAF inh	RAD54 inh	Xi reactivation	EWS-Fli block	S100A4 inh HTS	FN deposition inh
CCCNC(=O)N1[C@H](C#N)[C@@H](c2ccc(-c3cccc(OC)c3)cc2)[C@H]1CO	-7	-0.1	0	1	0.4	-3	3	1
CCc1ccc(NC(=S)Nc2cc(OC)c(NC(=O)C(C)C)cc2OC)cc1	-3	4.0	.	.	0.0	4	-14	0
CCOc1cc(-c2nnc(NC(=O)c3ccco3)o2)cc(OCC)c1OCC	-10	-0.4	-5	15	0.1	13	-4	-7
CC(=O)NS(=O)(=O)c1ccc(NC(=S)NC(=O)C2CCC2)cc1	-10	0.1	0	-4	-0.1	4	0	.
CN(CC(=O)Nc1cccc(F)c1)CC(=O)Nc1cccc(S(=O)(=O)N2CCCCC2)c1	-2	.	4	-1	-0.1	20	-3	0
C[C@@H]1CN([C@H](C)CO)C(=O)c2cc(N(C)C)ccc2O[C@@H](C)CCCCO[C@@H]1CN(C)S(=O)(=O)c1cn(C)cn1	-22	-0.4	1	1	0.0	-1	-16	2
Cc1ccc(S(=O)(=O)Nc2ccc3c(c2)C(=O)N([C@H](C)CO)C[C@H](C)[C@H](CN(C)C(=O)Nc2ccc4c(c2)OCO4)OCCCC[C@H](C)O3)cc1	-2	-0.2	1	-5	0.1	-2	-2	-3
O=C(O)CNC(=O)c1ccc(NS(=O)(=O)c2ccc3ccccc3c2)cc1	-14	.	-5	-11	0.4	3	0	0
O=S(=O)(NCC(Nc1ccc(Cl)cc1)c1ccccc1)c1ccc(Cl)cc1 (configuration not stated)	-46	1.5	5	3	0.7	26	-3	6
O=C(COC(=O)/C=C/c1ccc(F)cc1)NCc1ccc2c(c1)OCO2	7	0.1	-11	6	0.4	6	-2	-5
CNS(=O)(=O)c1cccc(C(=O)OCC(=O)c2c(N)n(Cc3ccccc3)c(=O)n(C)c2=O)c1	-11	.	-1	-4	0.0	4	11	8
CCCCN(C=O)c1c(CC)nc2c(OCC3CCCCC3)cccn12	5	0.1	-5	2	0.1	19	2	1
C[C@@H]1CN([C@H](C)CO)C(=O)c2c(c3ccccc3n2C)-c2ccccc2CO[C@H]1CN(C)Cc1cccc(C(=O)O)c1	-13	0.6	6	-5	0.1&-0.1	-5	7	1&-12
COc1ccccc1-c1cc(C(F)(F)F)nc(NCc2cccs2)n1	-4	.	-9	-5	0.1	12	-5	-2
Cc1cc(=O)[nH]c(SCC(=O)OCc2ccccc2)c1C#N	-8	1.6	.	.	0.0	3	-7	21
Cc1ccccc1S(=O)(=O)N(C)C[C@H]1OCc2cn(nn2)CCCC(=O)N([C@H](C)CO)C[C@@H]1C	9&-20	1.1&0.4	0&-5&7	7&-10	-0.2&0.0	-1&0&-3	2&9	-12&3
C[C@@H]1CCCCO[C@@H](CN(C)C(=O)CCCN(C)C)[C@H](C)CN([C@@H](C)CO)C(=O)c2cc(NC(=O)CCCN(C)C)ccc2O1	3	.	-8	-23	0.0	-13	17	1
CCCCN1C(=O)C(CC(=O)NCCN2CCOCC2)CC(C(=O)N(CC)CC)=C1C (configuration not stated)	-7	0.2	3	-1	-0.1	4	20	-4
C[C@@H]1CN([C@H](C)CO)S(=O)(=O)c2ccc(C3=CCCCC3)cc2O[C@@H]1CN(C)Cc1ccncc1	6	-0.8	0	1	0.3	11	20	.
O=C(C[C@@H]1CC[C@H]2[C@@H](COC[C@@H](O)CN2S(=O)(=O)c2ccc(F)cc2)O1)NCC1CCCCC1	70*	0.0	-4	3	0.2	-5	16	-7
Cc1cccc(NS(=O)(=O)c2cccc(C(=O)N3CCN(S(=O)(=O)c4ccccc4)CC3)c2)c1	3	.	6	.	-0.1	4	-4	7
Cc1cc(C)n(C(=O)c2ccc([N+](=O)[O-])cc2Cl)n1	-6	.	1	1	0.0	10	1	-4
Cc1cc(C)n2nc(C(=O)N/N=C/c3cccc(Cl)c3)nc2n1	3	-0.2	6	.	0.2	-11	3	-9
COc1ccc(NC(=O)N2C[C@H](O)COC[C@@H]3O[C@H](CC(=O)NCc4ccccc4OC)CC[C@H]32)cc1	8	0.0	-4	3	0.1	-9	-8	-8
CCOCc1nnc(NC(=O)CCS(=O)(=O)Cc2ccccc2)s1	-13	0.2	-5	-13	0.0	-10	4	-7
CCC(=O)N1CCc2cc(S(=O)(=O)CCC(=O)N3CCN(c4ccc(C(C)=O)cc4)CC3)ccc21	-5	.	-8	-2	0.1	-1	9	-1
CC(C)N1CCN(Cc2ccc(Oc3ncccn3)cc2)CC1CCO (configuration not stated)	3	.	.	.	-0.5	2	-1	0
CN1CCN(c2ccc(NC(=O)COc3ccccc3)cc2Cl)CC1	0	-0.3	.	6	0.0	.	2	.
C[C@H](CO)N1C[C@H](C)[C@@H](CN(C)S(=O)(=O)c2ccc(Cl)cc2)Oc2ccc(NS(=O)(=O)c3cn(C)cn3)cc2CC1=O	4	-0.1	-1	-2	-1.0	-9	-3	-1
CNC[C@H]1Oc2ccc(NC(=O)Nc3cccc4ccccc34)cc2CC(=O)N([C@@H](C)CO)C[C@@H]1C	-2	-3.1	-6	3	-0.6	-11	-9	3
COCCNC(=S)N(CCN(C)C)Cc1cc2cc3c(cc2[nH]c1=O)OCO3	-2	.	4	0	0.1	1	-7	6
C/C=C/c1ccc([C@H]2[C@H](CO)N(S(=O)(=O)Cc3ccccc3)C23CN(C(=O)C2CCCC2)C3)cc1	-1	0.1	.	.	0.1	-1	-4	-3
O=C(C[C@H]1CC[C@H]2[C@@H](COC[C@H](O)CN2S(=O)(=O)c2ccc(F)cc2)O1)N[C@H]1CCN(Cc2ccccc2)C1	27	0.1	2	-1	0.1	-8	19	1
O=C(COc1ccc([N+](=O)[O-])cc1)Nc1ccccc1C(=O)NC1CC1	-8	1.5	-2	.	0.5	0	0	1
CCOC(=O)CSc1nnc(Cn2c(=O)sc3ccccc32)n1C	-4	0.4	-6	-10	0.2	3	-2	6
Cc1cccc(CSc2nc3sc(C)c(C)c3c(=O)n2Cc2ccco2)c1	.	0.7	1	-1	.	.	.	-1

An excerpt from above in order of count of non-hydrogen atoms, smallest number first:
SMILES	RAD52 anneal inh	E-sel inducer	esBAF inh	RAD54 inh	Xi reactivation	EWS-Fli block	S100A4 inh HTS	FN deposition inh
O=C(COc1ccc([N+](=O)[O-])cc1)Nc1ccccc1C(=O)NC1CC1	-8	1.5	-2	.	0.5	0	0	1
Cc1cccc(CSc2nc3sc(C)c(C)c3c(=O)n2Cc2ccco2)c1	.	0.7	1	-1	.	.	.	-1
C[C@H](CO)N1C[C@H](C)[C@@H](CN(C)S(=O)(=O)c2ccc(Cl)cc2)Oc2ccc(NS(=O)(=O)c3cn(C)cn3)cc2CC1=O	4	-0.1	-1	-2	-1.0	-9	-3	-1

Next section:
SMILES	RAD52 anneal inh	E-sel inducer	esBAF inh	RAD54 inh	Xi reactivation	EWS-Fli block	S100A4 inh HTS	FN deposition inh
C=CCN1C(=O)/C(=C/c2ccsc2)SC1=S	-10	.	.	.	0.3	-6	-2	1
Cn1c(=O)c2c(=O)cc(NNC(=O)CC#N)[nH]c2n(C)c1=O	-8	-0.1	1	4	0.0	7	-1	3
COc1ccc(C(CC(=O)O)NC(=O)COc2ccc(C)cc2)cc1OC (configuration not stated)	.	.	-6	-3	0.9	.	.	-4
Cc1nnc(SCC(=O)Nc2cccc(S(N)(=O)=O)c2)n1-c1ccccc1	8	.	1	-7	0.0	-8	4	0
CC(NC(=O)Nc1ccc2c(c1)OCO2)c1ccncc1 (configuration not stated)	-7	0.2	.	.	0.2	-8	3	3
CCOC(=O)[C@]12CCC=C1N(Cc1ccco1)C(=O)[C@H](CC(=O)NCc1cccc(C(F)(F)F)c1)C2	-47	-0.1	.	.	0.1	2	-5	4
CCOc1ccc(N2CC(C(=O)NCc3ccc4c(c3)OCO4)CC2=O)cc1 (configuration not stated)	-13	.	-7	-4	-0.1	-10	-5	2
CCCCN1C(=N)N([C@@H](C)CN2CCC[C@H]2CN2C(N)=NC[C@H]2C(C)C)C[C@H]1[C@H](C)CC	-9	-0.6	2	-3	0.3	-20	-1	.
COc1ccc(S(=O)(=O)Nc2ccc3c(c2)CC(=O)N([C@H](C)CO)C[C@@H](C)[C@@H](CN(C)Cc2ccc4c(c2)OCO4)O3)cc1	-10	-0.1	-3	-4	-1.2	-2	14	7
C[C@H](CO)N1C[C@H](C)[C@H](CN(C)S(=O)(=O)c2cn(C)cn2)Oc2ccc(NC(=O)CCCCCC(=O)Nc3ccccc3N)cc2CC1=O	-5	.	-1	-2	-1.0	-7	-6	-10
CNC(=O)c1ccc(NC(=O)CCNC(=O)Nc2ccccc2)cc1	-7	0.7	4	10	0.3	-2	1	21
CCCCN1C2CCCC1CC(NC(=O)c1cccc(Cl)c1)C2 (configuration not stated)	-7	.	-2	7	0.0	-6	-1	0

Looked up above.
RAD54 inh, C[C@H](CO)N1C[C@H](C)[C@H](CN(C)S(=O)(=O)c2cn(C)cn2)Oc2ccc(NC(=O)CCCCCC(=O)Nc3ccccc3N)cc2CC1=O = -2
EWS-Fli block, CCCCN1C(=N)N([C@@H](C)CN2CCC[C@H]2CN2C(N)=NC[C@H]2C(C)C)C[C@H]1[C@H](C)CC = -20
EWS-Fli block, CC(NC(=O)Nc1ccc2c(c1)OCO2)c1ccncc1 (configuration not stated) = -8

(continued)
SMILES	RAD52 anneal inh	E-sel inducer	esBAF inh	RAD54 inh	Xi reactivation	EWS-Fli block	S100A4 inh HTS	FN deposition inh
CN(NC(=O)c1ccco1)c1nc2ccccc2nc1C(F)(F)F	-7	.	-4	.	0.0	-1	2	1
COc1ccc(NC(=O)C2CCN(S(=O)(=O)c3cn(C)nc3C)CC2)cc1	-17	.	4	-3	0.1	-3	-1	-11
Cc1c(C(=O)Nc2ccc(S(=O)(=O)N(C)C3CCN(C)CC3)cc2)oc2ccccc12	30	.	-8	6	0.3	15	-6	8
FC(F)(F)c1ccc(-c2nc3ccccc3s2)cc1	-1	0.2	16	-6	0.4	-66	2	-3
C[C@H](CO)N1C[C@H](C)[C@H](CN(C)C(=O)c2ccncc2)Oc2ncc(-c3ccncc3)cc2C1=O	13	0.0	-5	-2	1.2	-13	-35	.
CC1CCCCN1S(=O)(=O)c1ccc(-n2cnnn2)cc1 (configuration not stated)	-10	.	-5	.	0.2	7	3	-4
CSc1ccccc1NC(=O)CSc1nnc(CNC(=O)c2ccccc2F)n1C	1	0.1	-3	-8	0.0	2	-1	-3
CCc1nnc(N/N=C/c2cccs2)n1N	.	.	-3	7	0.1	.	.	9
O=C(NC1CCCC1)N[C@H]1CC[C@@H](CC(=O)N2CCOCC2)O[C@@H]1CO	-1	0.0	0	-26	0.1	-4	4	.
COCC(=O)Nc1ccc2c(c1)[C@H]1C[C@@H](CC(=O)N3CCc4ccccc4C3)O[C@@H](CO)[C@H]1O2	-4	0.0	-2	-4	0.0	-1	12	.
COc1cc2c(cc1OC)C(c1ccc(Br)cc1)N(C(=O)c1ccccc1C(=O)O)CC2 (configuration not stated)	7	1.2	-2	-6	0.0	-53	5	18
O=C(NC1CCCC1)N[C@H]1CC[C@H](CC(=O)N2CCOCC2)O[C@@H]1CO	-3	1.4	-1	-18	-0.3	-6	7	.
CC(NC(=O)COC(=O)c1cc(Cl)ccc1O)C1CC2CCC1C2 (configuration not stated)	-21	-0.4	-7	-2	0.3	3	-10	14
COc1ccc(Cn2cc(C(=O)c3ccccc3)c(=O)c3cc(OC)ccc32)cc1	-4	-0.1	-7	4	0.4	6	-2	-19
